# HTR5A ag: HTR5A agonism, opioid heterodimer counter-screen; activation, % at 9.3 µM; hit rate 0.61% among 340,000; HTR5A agonist assay, luminescence, cell-based; P47898; in the data active = activation mostly above about 9.5%, no sharp cut-off; inactive = mostly below about 7.6%;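 note: 0% = cells with vehicle only and 100% = reference agonist; strong numbers were not always called active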
# Target sequence (P47898 whole entry, looked up): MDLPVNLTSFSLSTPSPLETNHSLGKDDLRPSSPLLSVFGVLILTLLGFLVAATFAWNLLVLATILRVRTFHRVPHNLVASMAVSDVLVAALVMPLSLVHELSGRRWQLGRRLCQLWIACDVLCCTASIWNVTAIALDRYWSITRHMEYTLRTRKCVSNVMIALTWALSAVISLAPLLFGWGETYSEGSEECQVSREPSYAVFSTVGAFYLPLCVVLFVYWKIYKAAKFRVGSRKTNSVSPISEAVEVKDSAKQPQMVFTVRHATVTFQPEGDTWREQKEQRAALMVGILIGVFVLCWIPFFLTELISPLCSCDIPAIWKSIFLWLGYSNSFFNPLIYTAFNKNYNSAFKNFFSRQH
# PvdQ inh: P. aeruginosa PvdQ acylase inhibition; purified PvdQ acylase, fluorescence plate reader; inhibition, % at 10 µM; hit rate 0.063% among 340,000; in the data active = inhibition above about 30%, passing the limit was not always enough;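 note: 0% = vehicle neutral wells and 100% = reference inhibitor wells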
# Rtt109 Vps75: C. albicans Rtt109 histone acetyltransferase inhibition. hit rate 0.16% among 330,000. purified Rtt109/Vps75, ThioGlo CoA-SH fluorescence, 4 h. inhibition, % at 34.9 µM. Q5AAJ8;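 active = inhibition of at least 50% in every replicate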
# SR-BI HDL uptake: blocks mouse SR-BI lipid uptake from DiI-HDL; inhibition, % at 12.5 µM; AID 488896; hit rate 0.96% among 320,000; ldlA[mSR-BI] CHO cells, DiI-HDL uptake fluorescence, 3 h; Q61009;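 active = mean replicate inhibition of at least 70% and a set share of replicates each scoring 70 or more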;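 note: 0% = median of neutral control wells and 100% = median of positive control wells; values of inactives mirror those of a sister screen read the other way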
# dFosB act: enhances mouse delta FosB homodimer DNA binding; P13346; purified delta FosB, TAMRA-CDK5 oligo fluorescence polarization; percent of positive-control signal above neutral wells; activation, % at 25 µM; hit rate 0.99% among 340,000; AID 493131;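 active = mean activation above about 17%, with every replicate also reaching it, limit read from the data, passing the limit was not always enough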;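 note: fluorescence polarization rise as delta FosB binds a TAMRA Cdk5 AP-1 oligo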
# cardiac RTF act: increases calcium sensitivity of human cardiac regulated thin filaments; P19429+P45379; IANBD-labeled TnC RTF fluorescence at EC20 calcium; 0% EC20 calcium, 100% full calcium; activation, % at 7.2 µM; hit rate 0.24% among 340,000; AID 493008;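 active = activation above the mean over all tested compounds plus 3 SD, cut at about 30% in these data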;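 note: rise in fluorescence read as greater calcium sensitivity of cardiac thin filaments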
# SR-BI DiI-HDL act: enhances SR-BI lipid uptake from DiI-HDL; AID 504775; hit rate 0.096% among 320,000; activation, % at 12.5 µM; CHO ldlA[mSR-BI] cells, DiI-HDL uptake fluorescence, 3 h; 100 = double the neutral-control signal;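 active = mean replicate activation of at least 60% and every replicate at or above 60%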;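 note: 0% = median plate neutral-control signal and 100% = twice that signal; values of inactives mirror those of a sister screen read the other way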
#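 Assay system: LDL receptor-deficient CHO ldlA cells overexpressing murine SR-BI / Medium: BSA-supplemented, HEPES-buffered Ham's F12, pH 7.4 / Probe or stimulus: DiI-labelled HDL at 10 µg/mL final / Timing: compound with DiI-HDL co-incubation, 3 h at 37 °C / Technique: bottom-read cell fluorescence after medium removal, ex 550/em 595 nm / Measure: HDL uptake via cellular fluorescence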
# Wnt bcat act: activates Wnt/beta-catenin signaling in a reporter cell assay; activator, plate reader; activation, % at 9.35 µM; hit rate 1.2% among 300,000; in the data active = activation above about 30%, passing the limit was not always enough;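 note: 0% = neutral control wells and 100% = positive control wells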
# CDK5 inh: inhibitors of human CDK5/p35 kinase. Recombinant CDK5/p35, ADP-Glo luminescence, 60 min. hit rate 0.01% among 330,000. AID 488839. inhibition, % at 10 µM. Q00535+Q15078;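 active = highest replicate inhibition of at least 50% and at least 75% of replicates reaching 50%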;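 note: plate controls were DMSO neutral control for no effect and GW8510 at 10 µM for full effect; many of its hits are not listed in these tables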
# Target sequence (Q00535 whole entry, looked up): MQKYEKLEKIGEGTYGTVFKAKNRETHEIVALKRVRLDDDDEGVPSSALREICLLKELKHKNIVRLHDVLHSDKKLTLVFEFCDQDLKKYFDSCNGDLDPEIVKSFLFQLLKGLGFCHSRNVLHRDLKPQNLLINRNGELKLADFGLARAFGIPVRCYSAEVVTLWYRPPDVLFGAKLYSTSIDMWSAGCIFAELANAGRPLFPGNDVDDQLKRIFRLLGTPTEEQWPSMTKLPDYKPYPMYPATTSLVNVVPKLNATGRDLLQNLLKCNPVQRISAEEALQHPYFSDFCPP
# Target sequence (Q15078 whole entry, looked up): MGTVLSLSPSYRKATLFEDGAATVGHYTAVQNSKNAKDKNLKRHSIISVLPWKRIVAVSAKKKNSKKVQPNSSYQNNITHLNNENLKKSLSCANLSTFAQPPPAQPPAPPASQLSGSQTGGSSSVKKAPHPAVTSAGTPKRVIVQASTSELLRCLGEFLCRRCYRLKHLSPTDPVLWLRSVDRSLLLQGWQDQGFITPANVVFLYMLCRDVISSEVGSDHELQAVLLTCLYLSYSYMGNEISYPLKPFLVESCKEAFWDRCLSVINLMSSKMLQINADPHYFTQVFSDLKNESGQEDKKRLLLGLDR
# MITF TRPM1 HTS: increases MITF-driven TRPM1 promoter luciferase signal; SK-MEL-5 TRPM1-promoter luciferase, 24 h; % of positive control, neutral wells = 0; hit rate 0.75% among 300,000; activation, % at 12.5 µM;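 active = mean activation of at least 80% with every replicate also reaching 80%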;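 note: 0% = neutral control wells and 100% = parthenolide positive control wells; values of inactives mirror those of a sister screen read the other way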
# * = called active by the depositor; · = no result given; & = joins results of further samples.
# A first look:
SMILES,HTR5A ag,PvdQ inh,Rtt109 Vps75,SR-BI HDL uptake,dFosB act,cardiac RTF act,SR-BI DiI-HDL act,Wnt bcat act,CDK5 inh,MITF TRPM1 HTS
CS(=O)(=O)Oc1ccc(Br)cc1/C=C1/N=C(c2ccco2)OC1=O,-2,-7,1,-5,-1,3,5,·,-0.8,5
COc1ccc(-n2nc(C(=O)Nc3ccc4c(c3)OCO4)c3ccccc3c2=O)cc1,2,5,-3,67,-6,-4,-67,·,-0.5,13
O=C(c1cc(-c2ccccn2)nc2c(Cl)cccc12)N1CCN(C(=O)C2CCCO2)CC1 (stereo not drawn),-2,2,5,6,-12,0,-6,-3,0.1,-14
CN(C)CCCN(C(=O)CCc1ccccc1)c1nc2ccc(Br)cc2s1,11,0,22,-7,-84,-4,7,-3,-2.2,-87
CN1C(C(=O)NCC2CC2)CC2Cn3c(nc4cc(Cl)c(Cl)cc43)C21 (stereo not drawn),4,-12,-9,-27,4,6,27,-1,2.4,9
O=C(COc1ccc2ccc(=O)oc2c1)NCCc1c[nH]c2ccc(F)cc12,2,-4,-8,8,4,-4,-8,1,2.0,3
C/C=C/c1ccc(OCC(=O)OCC2=C(C(=O)OCC)C(C)NC(=O)N2)c(OC)c1 (stereo not drawn),4,8,-3,-16,-8,-4,16,0,0.0,-4
COc1ccc(CC(=O)Nc2ccc(N3CCN(c4ccc(OC)cc4)CC3)c(C#N)c2)cc1,4,-3,-7,78*,3,-2,-78,·,-0.5,-10
CSc1ccccc1-n1nnnc1SCC(=O)Nc1cc(C)ccc1C,0,5,-1,16,3,-5,-16,·,0.2,·
CN1C2CCC1CC(OC(=O)c1c[nH]c3ccccc13)C2 (stereo not drawn),-1&-2,-12&-1,-1&-3,-16&-19,-1&2,1&-3,16&19,-2,1.3&2.5,8&4
COC(=O)CCS(=O)(=O)c1ccc(Cl)cc1,1,-9,·,-8,-6,4,8,·,-1.9,-3
Cc1ccc(NS(=O)(=O)c2ccc(NC(=O)C3CC3)cc2)cc1C,4,-6,-2,-20,-7,2,20,-2,-3.5,5
Cc1ccc(C(=O)C(SC(C)(C)C)n2cncn2)cc1 (stereo not drawn),-1,-9,-5,1,2,0,-1,1,-0.8,·
CCc1cc(C(=O)Cc2nc3ccccc3s2)c(O)cc1OCC(=O)O,3,0,21,5,-9,1,-5,4,-0.3,-11

# The list itself, from the start:
SMILES,HTR5A ag,PvdQ inh,Rtt109 Vps75,SR-BI HDL uptake,dFosB act,cardiac RTF act,SR-BI DiI-HDL act,Wnt bcat act,CDK5 inh,MITF TRPM1 HTS
CS(=O)(=O)Oc1ccc(Br)cc1/C=C1/N=C(c2ccco2)OC1=O,-2,-7,1,-5,-1,3,5,·,-0.8,5
COc1ccc(-n2nc(C(=O)Nc3ccc4c(c3)OCO4)c3ccccc3c2=O)cc1,2,5,-3,67,-6,-4,-67,·,-0.5,13
O=C(c1cc(-c2ccccn2)nc2c(Cl)cccc12)N1CCN(C(=O)C2CCCO2)CC1 (stereo not drawn),-2,2,5,6,-12,0,-6,-3,0.1,-14
CN(C)CCCN(C(=O)CCc1ccccc1)c1nc2ccc(Br)cc2s1,11,0,22,-7,-84,-4,7,-3,-2.2,-87
CN1C(C(=O)NCC2CC2)CC2Cn3c(nc4cc(Cl)c(Cl)cc43)C21 (stereo not drawn),4,-12,-9,-27,4,6,27,-1,2.4,9
O=C(COc1ccc2ccc(=O)oc2c1)NCCc1c[nH]c2ccc(F)cc12,2,-4,-8,8,4,-4,-8,1,2.0,3
C/C=C/c1ccc(OCC(=O)OCC2=C(C(=O)OCC)C(C)NC(=O)N2)c(OC)c1 (stereo not drawn),4,8,-3,-16,-8,-4,16,0,0.0,-4
COc1ccc(CC(=O)Nc2ccc(N3CCN(c4ccc(OC)cc4)CC3)c(C#N)c2)cc1,4,-3,-7,78*,3,-2,-78,·,-0.5,-10
CSc1ccccc1-n1nnnc1SCC(=O)Nc1cc(C)ccc1C,0,5,-1,16,3,-5,-16,·,0.2,·
CN1C2CCC1CC(OC(=O)c1c[nH]c3ccccc13)C2 (stereo not drawn),-1&-2,-12&-1,-1&-3,-16&-19,-1&2,1&-3,16&19,-2,1.3&2.5,8&4
COC(=O)CCS(=O)(=O)c1ccc(Cl)cc1,1,-9,·,-8,-6,4,8,·,-1.9,-3
Cc1ccc(NS(=O)(=O)c2ccc(NC(=O)C3CC3)cc2)cc1C,4,-6,-2,-20,-7,2,20,-2,-3.5,5
Cc1ccc(C(=O)C(SC(C)(C)C)n2cncn2)cc1 (stereo not drawn),-1,-9,-5,1,2,0,-1,1,-0.8,·
CCc1cc(C(=O)Cc2nc3ccccc3s2)c(O)cc1OCC(=O)O,3,0,21,5,-9,1,-5,4,-0.3,-11
NC(=O)C1CCN(C(=O)CCc2ccsc2)CC1,-1,2,-17,-25,1,2,25,-3,0.7,4
CS(=O)c1ccccc1COC(=O)Nc1ccc(Cl)cc1 (stereo not drawn),0,3,11,-11,5,4,11,2,0.3,15
Cc1ccc(S(=O)(=O)NCCCN2CCOCC2)cc1C,-3,-18,-18,-13,-1,0,13,-7,-0.3,-4
O=c1c2ccccc2nc(SCc2nnc(-c3ccccc3Br)o2)n1-c1ccccc1,2,-6,-1,-1,-10,4,1,0,-1.6,-3
O=C1CN(S(=O)(=O)c2ccc([N+](=O)[O-])cc2)CC(=O)N1,4,-15,-10,-9,1,1,9,-3,1.1,9
CN(Cc1cccc(F)c1)C(=O)CN1CCN(S(=O)(=O)c2ccc3c(c2)OCCCO3)CC1,8,12,-2,-1,-14,3,1,-2,-0.3,10
Cc1ccc2cccc(S(=O)(=O)NC3CCS(=O)(=O)C3)c2n1 (stereo not drawn),1,0,-17,-22,1,2,22,0,1.0,8
O=C(Nc1ccc2c(c1)OCCO2)C1CCN(c2cnccn2)CC1,-5,-4,-6,-9,0,-2,9,·,-1.3,·
Cc1ccc(N=Nc2c(O)[nH]c(=O)[nH]c2=O)cc1S(=O)(=O)Nc1ccc(Br)cc1,0,-16,-3,14,3,2,-14,1,-7.4,-23
O=C(NCC1CCCO1)c1cc2ccccc2nc1Cl (stereo not drawn),2,4,-1,-35,3,4,35,8,-1.0,12
COC(=O)c1ccccc1NC(=O)c1ccc2c(c1)OCCCO2,4,-12,-8,20,-28,3,-20,9,0.4,27
Cc1coc2cc3oc(=O)c(CCC(=O)NCCCN4CCCC4=O)c(C)c3cc12,1,-11,0,-1,-8,-2,1,2,-1.5,3
CC(C)C(=O)Nc1ncc(C(F)(F)F)cc1Cl,3,-9,1,-12,-1,-1,12,·,-1.3,·
Nc1nc(-c2cccs2)c(CC(=O)O)s1,2,3,-1,-3,0,3,3,-2,2.2,0
O=C(Nc1ccc2oc(-c3ccncc3)nc2c1)c1ccc([N+](=O)[O-])o1,-4,-6,-4,51,2,9,-51,-6,-0.1,-71
C[C@H](CO)N1C[C@H](C)[C@@H](CN(C)S(=O)(=O)c2cccs2)Oc2c(NS(=O)(=O)c3ccc(F)cc3)cccc2C1=O,-1,-3,-4,5,-5,-6,-5,2,0.4,-1
O=C(COC(=O)C1CC2CCCC(C1)C2=O)NC1CCCCC1 (stereo not drawn),1,-6,0,-27,2,6,27,-1,0.7,6
COc1cccc(C2(O)CCN(C(=O)C3CCC3)CC2)c1,0,-2,1,-3,1,-4,3,-1,-0.8,-2
CCOC(=O)N1CCN(C2CCCN(C(=O)c3cccc(Cl)c3)C2)CC1 (stereo not drawn),5,-6,1,-4,-12,4,4,-1,-1.1,7
CCOC(=O)C1=C(C)NC2=C(C(=O)CC(C)(C)C2)C1c1ccsc1 (stereo not drawn),-11,-4,-10,-28,-6,8,29,·,-4.2,0
CCN(CC)S(=O)(=O)c1ccc(N/N=C/c2ccc(OC)c(OC)c2OC)nc1,-2,-4,-22,25,-8,8,-25,2,-1.7,-5
Cc1ncc(C[n+]2csc(CCOC(=O)C34CC5CC(CC(C5)C3)C4)c2C)c(N)n1,-1,3,-7,-33,-12,8,33,-4,0.5,7
O=C(NCCC1CCCCN1S(=O)(=O)c1ccc(Cl)cc1)C(=O)NCc1ccncc1 (stereo not drawn),-1,-5,2,-24,-7,2,24,-3,0.8,-27
O=C(c1ccccc1)c1ccc2nc(-c3ccc(NC(=O)c4ccccc4Br)cc3)[nH]c2c1,3,-7,-3,41,1,-2,-41,·,-1.3,27
Brc1ccccc1-c1nnc(SCc2nc3ccccc3s2)o1,-2,2,0,0,5,1,0,21,1.1,16
Cc1noc(C)c1CSCC(=O)OCc1nc2ccccc2c(=O)n1CC#N,0,-13,-4,-23,-13,8,23,·,-1.6,-9
CSC1=NSC2=NC(=O)/C(=C\c3ccc(OC(=O)c4ccco4)cc3)C(=N)N12,-2,5,2,8,-4,-7,-8,14,0.3,26
COc1ccccc1CN1CC(C(=O)N(C)Cc2nc(C)cs2)CCC1=O (stereo not drawn),-1,-6,-7,-42,-8,3,42,0,·,6
COc1ccc(S(=O)(=O)Nc2ccc(NC(C)=O)cc2)cc1[N+](=O)[O-],-1,-8,0,9,1,1,-9,-1,-1.8,-9
CCCCN(C(=O)c1oc2ccc(OCC)cc2c1C)c1c(N)n(CC(C)C)c(=O)[nH]c1=O,2,-6,-7,46,-2,-13,-46,-2,-0.4,2
COc1ccc(NS(=O)(=O)c2cc(NC(=O)c3cnc(C)cn3)ccc2N2CCCCC2)cc1,2,-5,7,28,-4,0,-28,·,1.6,-2
CCN(CC)S(=O)(=O)c1ccc(NC(=O)CSc2nnc(-c3cccc(OC)c3)n2C)cc1,8,7,-4,29,2,-4,-29,-4,-0.2,-13
Cc1cccc(CSC2=NCCN2C(=O)C2CC2)c1,1,-24,5,13,4,10,-13,·,-2.1,5
CC(C)c1ccc(OCC(=O)Nc2ccccc2C(=O)N2CCOCC2)cc1,0,-1,-5,2,-9,3,-2,1,-0.7,-5
CCOc1ccc(N2C(=O)CC(NNc3nc4ccccc4s3)C2=O)cc1 (stereo not drawn),7,8,-2,17,12,0,-17,-1,-1.0,-2
COC(=O)C(NC(=O)COc1ccccc1)(Nc1nc2c(s1)CCCC2)C(F)(F)F (stereo not drawn),-1,-19,7,-2,-9,-1,2,-3,-1.1,0
# Remaining list, next part:
SMILES,HTR5A ag,PvdQ inh,Rtt109 Vps75,SR-BI HDL uptake,dFosB act,cardiac RTF act,SR-BI DiI-HDL act,Wnt bcat act,CDK5 inh,MITF TRPM1 HTS
CCOC(=O)C(C)n1cnc2c(nnn2-c2ccc(F)cc2)c1=O (stereo not drawn),0,-17,7,-23,6,6,23,-2,-0.6,·
COc1ccc(S(=O)(=O)N2CCC(C(=O)NCCOc3ccccc3F)CC2)cc1OC,2,1,5,-18,-5,-3,18,-2,-0.4,-7
COc1ccc(S(=O)(=O)N2CC(C)N(C(=O)N3CCOCC3)C2)cc1 (stereo not drawn),0,-1,21,·,-4,0,·,0,-2.1,-7
NC(=S)N/N=C/c1ccccc1OC(=O)/C=C/c1ccccc1,-2,4,28,14,-10,-4,-14,1,-0.3,-5
